LmPK inh: blocks Leishmania mexicana pyruvate kinase activity; purified LmPK, Kinase-Glo ATP luminescence, 1 h; Potency, µM (series often up to 57.5 µM), for inactives: at the highest dose activity change, negative = inhibition, most hits filed as inhibitors; 290,000 compounds, 0.37% hits
Target sequence (Q27686 whole entry, looked up): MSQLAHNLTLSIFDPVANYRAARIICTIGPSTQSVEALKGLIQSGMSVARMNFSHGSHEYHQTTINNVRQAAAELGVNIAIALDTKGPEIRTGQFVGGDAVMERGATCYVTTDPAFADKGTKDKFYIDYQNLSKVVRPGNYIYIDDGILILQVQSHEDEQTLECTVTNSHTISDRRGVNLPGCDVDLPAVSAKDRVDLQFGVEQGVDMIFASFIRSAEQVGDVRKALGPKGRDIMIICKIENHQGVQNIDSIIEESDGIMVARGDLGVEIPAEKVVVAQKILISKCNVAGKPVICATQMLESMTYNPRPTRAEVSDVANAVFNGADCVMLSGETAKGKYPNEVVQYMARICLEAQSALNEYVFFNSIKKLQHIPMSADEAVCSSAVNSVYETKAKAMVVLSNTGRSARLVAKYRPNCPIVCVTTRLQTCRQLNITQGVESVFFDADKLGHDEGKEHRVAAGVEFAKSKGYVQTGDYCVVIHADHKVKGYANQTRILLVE
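ATP generated from ADP (0.1 mM) and PEP (0.5 mM) by 0.1 nM LmPK over 1 h at room temperature (pH 7.2 imidazole buffer) was detected by coupled luciferase luminescence. Values were normalized to uninhibited and no-enzyme wells.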
Sm TGR block: blocks Schistosoma mansoni thioredoxin glutathione reductase; purified TGR, DTNB reduction, TNB absorbance 405 nm; Q962Y6; Potency, µM (top dose mostly 114 µM), for the others: at the highest dose activity change, negative = inhibition, actives largely listed as inhibitors; AID 485364; 360,000 compounds, 3% hits; also: nearly all actives have a fitted effect of over 60% in size
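Kinetic colorimetric format: TGR-catalysed, NADPH-driven DTNB reduction monitored via TNB absorbance. Enzyme dispensed at 20 nM; compound exposure 15 min at room temperature before reaction start.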
TbPYK inhibitor: inhibitors of Trypanosoma brucei pyruvate kinase | Q57TT1 | TbPYK enzyme, Kinase-Glo Plus ATP luminescence, 45 min | Potency, µM (titrated, usually from 76.8 µM), inactives show at the highest dose activity, negative = inhibition, actives largely listed as inhibitors | 410,000 compounds, 0.12% hits | AID 624173; also: nearly all actives have a fitted effect of over 50% in size
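T. brucei PYK with substrate was exposed to pin-transferred compounds across a concentration series, then started with 130 uM ADP (final). After 45 min at room temperature, Kinase-Glo Plus luminescence was read, normalized and curve-fitted.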
HCV inh: blocks hepatitis C virus; Huh7.5.1 HCVcc-Cre infection, luciferase reporter, 44 h; Potency, µM (highest dose often 41.8 µM), for inactives: at the top dose activity change, negative = inhibition, actives largely listed as inhibitors; 340,000 compounds, 3.4% hits; AID 651820
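Infectious HCV cell culture screen: compound-treated cells (1,000/well, pre-plated 4 h) are infected with HCVcc-Cre at roughly 0.5 moi and grown 44 h. Infection is quantified by luciferase signal after 15 min substrate incubation at room temperature.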
Pf growth 96h: P. falciparum growth inhibition at 96 hours. Potency, µM (top dose mostly 28.7 µM), for inactives: at the top dose activity change, negative = inhibition, actives largely listed as inhibitors. 320,000 compounds, 6.9% hits. P. falciparum luciferase reporter growth, 96 h
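P. falciparum expressing integrated firefly luciferase grown in erythrocytes (2% hematocrit, 0.05% parasitemia final) with compounds for 96 hours at 37 C, 5% CO2. Growth inhibition read as loss of luminescence after adding luciferase detection reagent.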
Pf growth 48h: inhibits P. falciparum growth in the first generation, 48 h; Potency, µM (top dose mostly 28.7 µM), for the others: top-dose activity change, negative = inhibition, most hits filed as inhibitors; P. falciparum luciferase growth in erythrocytes, 48 h; 310,000 compounds, 5.9% hits
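Compounds are pin-transferred into medium, infected erythrocytes (2% hematocrit, 0.1% parasitemia final) are added, and plates sit one parasite generation at 37 C in 5% CO2. Detection reagent is then added and luminescence measured.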
* hit, by the source's call; u = inconclusive; x = not tested or not shown; [ ] = dose if it differs, or a comment. Calls follow the shape of the dose curve; as a rule, active = well fitted curve in the direction sought with a large enough effect; inconclusive = small, poorly fitted or top-dose-only effect, or another doubt; inactive = no such curve, though single readings can be large; an effect the other way counts as inactive or inconclusive. % is scaled to controls: 0 for no effect and ±100 for the full control effect; potency is read from the fitted curve at half-maximal effect.

SMILES	LmPK inh	Sm TGR block	TbPYK inhibitor	HCV inh	Pf growth 96h	Pf growth 48h
CCCc1c(O)nc(SC2CC(=O)N(c3cc(OC)ccc3OC)C2=O)[nH]c1=O (configuration not stated)	0%	-4%	-4%	8%	-14%[5.75 µM]	15%
Cc1cccc(N2C(=O)NC(=O)/C(=C\c3cnc(-c4ccccc4)nc3)C2=O)c1	7%	5µM*	8%	11µM*	u	2%
Cc1cccc(C)c1NC(=O)c1cccc2c1C(=O)N(C1CCCCC1)C2	0%	8%	4%	u	12µM*	10µM*
Cc1cc(N/C=C/C(=O)c2ccc(Br)cc2)no1	-2%	-4%	-7%	-4%	-14%	106%[activator]
COc1cc(C(=O)Nc2cccc(-c3nc4cc(C)ccc4o3)c2)cc(OC)c1OC	3%	-10%	u	u	-6%	5%
Cn1cnnc1Sc1ccc(C(=O)OCC(=O)Nc2ccccc2)cc1[N+](=O)[O-]	-1%	-7%	4%	25%	-6%	-1%
Cc1ccccc1Nc1nc(N)nc(CN2CCN(c3ccccn3)CC2)n1	-11%	-33%	5%	0%	x	4%
O=C(N/N=C/c1cccc(F)c1)c1csc2c1CCCC2	-6%	4%	-9%	-13%	48%[activator]	86%[activator]
COc1ccc(/C=N/NC(=O)CN2CCS(=O)(=O)CC2)cc1	0%	4%	-3%	16%	70%[activator]	10%
Cc1ccc(C)c(N2N=C(C(=O)Nc3ccc(N4CCOCC4)cc3)CCC2=O)c1	x	2%	-2%	40%[activator]	66%[activator]	u
NNC(=O)CNC(=O)c1ccccc1F	2%	-4%	1%	23%	24%	-12%
Cc1ccccc1OCc1ccc(C(=O)N2CC(C)OC(C)C2)o1 (configuration not stated)	-2%	-22%	7%	14%	u	-13%
COc1cccc(CC(NC(C)=O)C(=O)NC2CCN(C(=O)c3ccc(Cl)cc3)CC2)c1 (configuration not stated)	1%	-13%	0%	-19%	54%[activator]	1%
CNC(=O)CSc1nc2[nH]ncc2c(=O)[nH]1	2%	6%	1%	9%	27%	u
CCCOC(=O)COc1cc(C)cc2oc(=O)c3c(c12)CCC3	2%	u	1%	-11%	u	-28%

Whole records from above:
Cn1cnnc1Sc1ccc(C(=O)OCC(=O)Nc2ccccc2)cc1[N+](=O)[O-] in the list: LmPK inh = -1%; Sm TGR block = -7%; TbPYK inhibitor = 4%; HCV inh = 25%; Pf growth 96h = -6%; Pf growth 48h = -1%
Cc1ccccc1OCc1ccc(C(=O)N2CC(C)OC(C)C2)o1 (configuration not stated) in the list: LmPK inh = -2%; Sm TGR block = -22%; TbPYK inhibitor = 7%; HCV inh = 14%; Pf growth 96h = u; Pf growth 48h = -13%

The main list resumes, starting two compounds before the break.
SMILES	LmPK inh	Sm TGR block	TbPYK inhibitor	HCV inh	Pf growth 96h	Pf growth 48h
CNC(=O)CSc1nc2[nH]ncc2c(=O)[nH]1	2%	6%	1%	9%	27%	u
CCCOC(=O)COc1cc(C)cc2oc(=O)c3c(c12)CCC3	2%	u	1%	-11%	u	-28%
CC1CCCN(C(=O)CN(c2ccccc2)S(=O)(=O)c2ccc(F)cc2)C1 (configuration not stated)	x	1%	1%	5%	u	u
CC(C)NS(=O)(=O)c1ccc(CCC(=O)N2CCC(C(N)=O)CC2)cc1	4%	9%	-2%	2%	-21%	-6%
CCCCn1c(NC(=O)c2ccccc2)nc2ccccc21	4%	0%	1%	13µM*	4.7µM*	u
COC(=O)c1ccc(OC)c(OC2CCCC2)c1	2%	0%	-2%	-30%	24%	u
O=C(Cn1cnc2sc(-c3ccccc3)cc2c1=O)NCc1ccccc1	8%	2%	-2%	-20%	40%[activator]	x
Cc1ccc(NC(=O)C(C)OC(=O)c2ccc(Cl)nc2)cc1S(=O)(=O)N1CCOCC1 (configuration not stated)	x	-3%	-6%	21%	-10%	u
CNC(=S)N1CCC(NC(=O)C23CC4CC(CC(C4)C2)C3)CC1	2%	14%	u	4%	2%	-1%
COc1cc(C(=O)OCC(=O)NCc2ccco2)cc(OC)c1OC	5%	45µM*	0%	-9%	16%	-23%
CCC(C)NC(=O)c1cn(CC)c2cc(N3CCN(C)CC3)c(F)cc2c1=O (configuration not stated)	-1%	-6%	2%	u	-22%	u
O=S(=O)(c1cnc[nH]1)N1CCCCCC1	-9%	-3%	-14%	16%	x	-13%
O=C(O)c1ccc(NC(=S)NC2CCCCC2)cc1	0%	-7%	-11%	28%	u	26%
FC(F)Oc1ccc(/C=N/N2CCCCC2)c(OC(F)F)c1	1%	-4%	x	x	8%	18%
CC1CCCCN1S(=O)(=O)c1ccc(C(=O)Nc2ccccc2-c2nc3ccccc3[nH]2)cc1 (configuration not stated)	2%	u	-2%	u	u	1.9µM*
Cc1occc1-c1nnc(SCC(=O)N(C)c2ccccc2)o1	x	4%	1%	-2%	-5%	-7%
O=C1CCN(CCc2ccccc2)CCN1CCOc1ccccc1	1%	-19%	-2%	3%	9%	-33%
O=C(NCc1ccc2c(c1)OCO2)C1CCCN1S(=O)(=O)c1ccc(F)cc1 (configuration not stated)	-2%	0%	-5%	15%	34%[activator]	2.3µM*
COCC1CCCCN1C(=O)c1cc(COc2ccc3ncccc3c2)on1 (configuration not stated)	1%	3%	-8%	-2%	-19%	-10%
Cc1ccc(C(=O)COC(=O)COc2ccccc2[N+](=O)[O-])s1	x	-16%	5%	30%[activator]	12%	5%
COc1ccccc1-n1cc([C@@H]2C[C@H]3CN(c4ccccc4)C(=O)[C@]34CCCN24)cn1	-2%	14%	-10%	5.6µM*	-2%	24%
Cc1cc(C(=O)NNC(=O)c2ccc(C(F)(F)F)cc2)no1	1%	-4%	4%	15%	26%	10%
O=C(CNC(=O)c1ccco1)OCC(=O)c1ccccc1Cl	2%	5%	1%	11%	0%	9%
COc1ccc(C2CC(c3ccccc3)=NN2c2ccc(C(N)=O)cc2)cc1 (configuration not stated)	3%	4%	0%	-21%	u	u
Cc1onc(-c2c(F)cccc2Cl)c1C(=O)N1CCSCC1	-3%	14%	6%	-3%	-10%	-9%
O=[N+]([O-])c1cccc(NP(=O)(Oc2ccccc2)Oc2ccccc2)c1	6%	6%	-7%	u	-1%	u
COc1ccc(NC(=O)COc2cccc(-n3cnnn3)c2)cc1Cl	x	-2%	-1%	u	43%[activator]	18%
COc1ccc(OC(C)C(=O)NCCC2=CCCCC2)cc1 (configuration not stated)	-5%	x	0%	3%	-20%	u
Cc1sc(NC(=O)CSC2=NCCS2)nc1-c1ccccc1	-2%	-20%	-1%	u	-58%	x
Oc1ccccc1Nc1nc(NCC2CCCO2)c2ccccc2n1 (configuration not stated)	2%	-1%	5%	u	u	2.3µM*
Cc1cc([N+](=O)[O-])ccc1NC(=O)CSc1nncn1-c1ccccn1	-3%	0%	4%	4%	-10%	9%
Cc1ccc(O)c(CNc2ccccn2)c1	1%	2%	-4%	15%	33%[activator]	-3%
Cc1cccc(NC(=S)NC(=O)/C=C/c2ccccc2)n1	-1%	-12%	-2%	17%	-8%	39%[activator]
O=S(=O)(NC1CCCC1)c1ccccc1Cl	1%	-4%	-21%	13%	u	-22%
Cc1ccc(CSCC(=O)Nc2ccccc2C(=O)O)cc1	-3%	8%	-3%	12%	2.1µM*	44%[activator]
O=C(Nc1ccccc1O)C(c1ccccc1)c1ccccc1	-1%	6%	-2%	13µM*	-2%	-11%
CCN(CCn1cccn1)C(=O)CCc1nnc(CCc2ccccc2OC)o1	2%	-10%	2%	8%	18%	12%
O=C(Nc1cc([N+](=O)[O-])ccc1Cl)c1ccc2c(c1)OCO2	1%	-7%	-1%	4%	32%[activator]	30%[activator]
COc1ccc2nc(NC(=O)CSC(C)C(=O)Nc3cc(C)on3)sc2c1 (configuration not stated)	x	-15%	-4%	-7%	u	-8%
CCn1c(C(=O)N2CCC(C(=O)N3CCC4(CC3)OCCO4)CC2)cc2sccc21	2%	8%	0%	8%	-5%	0%
CC(C)(C)C(=O)N1CCN(c2nc3ccc(Br)cc3s2)CC1	-8%	-10%	4%	-16%	27%	31%[activator]
O=C(Nc1cccc(NC(=O)c2ccco2)c1)c1ccccc1	-2%	5%	-2%	u	-15%	22%
COc1ccc(/C=N/N2C(C)CCCC2C)cc1OC (configuration not stated)	3%	-4%	2%	23%	19%	33%
O=C(N/N=C\c1ccc(Cl)cc1)c1sccc1-n1cccc1	7%	1%	3%	8%	u	1%
CC(C)N(Cc1cc2ccccc2[nH]c1=O)C(=O)c1cccnc1	1%	-30%	4%	-7%	18%	47%[activator]
Cc1c(Cl)cccc1NC(=S)NCCc1ccc(F)cc1	-5%	-7%	0%	10%	13µM*	u
CN(C)c1ccc(/C=C2\SC(N3CCCCC3)=NC2=O)cc1	-2%	-16%	-12%	-5%	4.1µM*	52%[activator]
CCN1CCc2c(sc(NC(=O)C3COc4ccccc4O3)c2C(N)=O)C1 (configuration not stated)	9%	-22%	-7%	x	-7%	33%[activator]
CC(C)CCn1c(NCCc2ccccc2)nc2c1c(=O)n(C)c(=O)n2C	2%	-2%	-2%	u	u	u

Rewritten bar-delimited: 2 of the compounds above
smiles | LmPK inh | Sm TGR block | TbPYK inhibitor | HCV inh | Pf growth 96h | Pf growth 48h
CCN1CCc2c(sc(NC(=O)C3COc4ccccc4O3)c2C(N)=O)C1 (configuration not stated) | 9% | -22% | -7% | x | -7% | 33%[activator]
CC(C)CCn1c(NCCc2ccccc2)nc2c1c(=O)n(C)c(=O)n2C | 2% | -2% | -2% | u | u | u

High-throughput results as filed in PubChem.

The order is random; about 16% have a hit in one of these screens.
